KCNK9 block = inhibitors of human KCNK9 two-pore domain potassium channel. B-score at 10 µM. 310,000 tested, 1.2% active. HEK293 KCNK9, FluxOR thallium flux fluorescence; stronger effect = lower value. AID 488922;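 active = ratio B-score over 3 SD below the library mean, with starting fluorescence within 5 SD of its mean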;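 note: negative B-score means less thallium flux so channel inhibition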
Target sequence (Q9NPC2 whole entry, looked up, the tested form may be a part): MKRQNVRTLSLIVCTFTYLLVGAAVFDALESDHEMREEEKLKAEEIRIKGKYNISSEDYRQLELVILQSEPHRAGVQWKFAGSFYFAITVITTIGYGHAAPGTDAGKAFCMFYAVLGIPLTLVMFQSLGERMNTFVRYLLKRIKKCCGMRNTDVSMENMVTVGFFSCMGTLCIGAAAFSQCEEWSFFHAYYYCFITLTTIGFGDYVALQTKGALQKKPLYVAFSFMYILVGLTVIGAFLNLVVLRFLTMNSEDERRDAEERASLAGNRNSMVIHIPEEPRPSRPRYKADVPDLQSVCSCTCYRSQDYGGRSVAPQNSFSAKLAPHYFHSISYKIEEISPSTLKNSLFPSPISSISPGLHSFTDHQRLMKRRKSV
DYRK1A inh = inhibitors of rat Dyrk1A kinase | Q63470 | AID 504441 | inhibition, % at 12.5 µM | 310,000 tested, 0.43% active | ADP-Glo luminescence, NFATc1 peptide; in the data active = inhibition above about 50%;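 note: plate controls were vehicle with enzyme for no effect and no enzyme for full effect; many of its hits are not listed in these tables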
hERG protect = shields human hERG channel from block by proarrhythmic agents; Q12809; AID 1511; activation (rescue from dofetilide block), less the hit threshold, % at 10 µM; CHO-hERG, FluxOR thallium flux, dofetilide IC70 present; 310,000 tested, 0.51% active;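 active = activation above the mean of controls blocked by dofetilide plus 5 SD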;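 note: thallium influx through hERG after potassium depolarization seen as dye fluorescence rise; in these data hits start at about 4.7%; inactives centre near -7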
RGS4 inh = inhibitors of human RGS4. HEK293 M3R/RGS4 inducible, Fluo-4 calcium flux; stronger effect = higher value; triggered by carbachol at its EC20. 310,000 tested, 0.45% active. B-score at 10 µM;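 active = B-score, a plate-corrected calcium signal, over three deviations above library mean, with baseline fluorescence within five deviations of library mean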;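 note: RGS4 expression induced by doxycycline in cells with stable M3 receptor; B-score is computed from the integrated fluorescence ratio over baseline after carbachol; higher B-score means a larger calcium signal and so more RGS4 inhibition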
Target sequence (P49798 whole entry, looked up): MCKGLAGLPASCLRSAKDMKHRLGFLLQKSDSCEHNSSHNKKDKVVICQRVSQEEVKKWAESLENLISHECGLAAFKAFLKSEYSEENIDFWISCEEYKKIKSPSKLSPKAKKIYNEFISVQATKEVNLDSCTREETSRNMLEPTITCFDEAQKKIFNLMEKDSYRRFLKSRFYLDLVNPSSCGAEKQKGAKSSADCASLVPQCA
GSK3A inh = blocks human GSK-3 alpha kinase | P49840 | ADP-Glo luminescence, 60 min | inhibition, % at 10 µM | 320,000 tested, 0.1% active;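 in the data active = inhibition above about 50%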;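 note: GST-tagged GSK-3 alpha with peptide substrate and 25 µM ATP; 0% = DMSO neutral wells and 100% = GW8510 positive control wells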
GSK3B inh = blocks human GSK3beta kinase activity; GST-GSK3beta kinase, ADP-Glo luminescence, 60 min; stronger effect = lower value; activity score (negative = inhibition), % at 10 µM; 300,000 tested, 0.038% active;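 active = more than half of replicate wells score below -50%, meaning over 50% inhibition versus plate controls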;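 note: 0% = median DMSO wells and -100% = median GW8510 positive control wells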
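Test system: GST-fused GSK3beta enzyme, cell-free | Quantity: 1.6 ng GST-GSK3beta enzyme per well | Reagent: 25 µM ATP with peptide substrate | Schedule: 60 min enzyme reaction, room temperature | Signal: Luminescent ADP-Glo measurement of ADP formed | Read-out basis: Score relative to plate controls | Control set: DMSO and 20 µM GW8510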
RGS4 pot = RGS4 potentiation or activation; HEK293 M3R/inducible RGS4, carbachol calcium flux Fluo4; stronger effect = lower value; B-score at 10 µM; 310,000 tested, 0.92% active;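 active = B-score of the integrated calcium signal more than 4 SD below the library mean, with starting fluorescence not abnormally high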;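 note: negative B-score means reduced calcium response which marks RGS4 activation or potentiation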
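Material: Inducible-RGS4 HEK293 cells carrying M3 receptor; also added: carbachol at ECmax as muscarinic agonist stimulus; incubation: compound preincubation 20 min at room temperature before agonist; signal: Fluo4-AM (2 µM) calcium-flux fluorescence, kinetic read; measure: integrated calcium ratio converted to B score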
KCNK3 inh = human KCNK3 channel inhibition, primary screen. O14649. CHO-KCNK3 thallium flux, FluxOR fluorescence; stronger effect = lower value. B-score at 10 µM. 340,000 tested, 0.84% active;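 active = B-score under library mean minus 4 SD, starting fluorescence ratio at most library mean plus 5 SD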;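 note: more negative B-score means stronger inhibition of thallium flux through KCNK3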
Target sequence (O14649 whole entry, looked up): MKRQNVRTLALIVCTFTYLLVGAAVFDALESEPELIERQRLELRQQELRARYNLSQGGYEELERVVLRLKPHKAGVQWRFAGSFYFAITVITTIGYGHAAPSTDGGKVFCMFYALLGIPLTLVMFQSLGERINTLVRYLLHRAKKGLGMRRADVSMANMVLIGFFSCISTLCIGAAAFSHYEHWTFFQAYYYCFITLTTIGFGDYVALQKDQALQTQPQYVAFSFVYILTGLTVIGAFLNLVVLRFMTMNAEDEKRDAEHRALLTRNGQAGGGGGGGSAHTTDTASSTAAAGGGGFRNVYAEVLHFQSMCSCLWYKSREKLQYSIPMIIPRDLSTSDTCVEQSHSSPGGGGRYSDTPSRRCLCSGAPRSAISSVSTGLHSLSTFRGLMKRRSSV
KCNQ1 inh = blocks the human KCNQ1 potassium channel; 310,000 tested, 1.3% active; CHO-K1 KCNQ1, FluxOR thallium flux fluorescence; stronger effect = higher value; B-score at 10 µM; AID 2642;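 active = compounds whose thallium flux B-score, printed positive for inhibition, exceeds three library SD while starting fluorescence stays within three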;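 note: channel opened by potassium depolarization with thallium stimulus after 20 min compound exposure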
KCNQ1 pot = human KCNQ1 channel potentiation or activation; CHO-K1 KCNQ1, thallium flux FluxOR fluorescence; stronger effect = higher value; 310,000 tested, 0.35% active; B-score at 10 µM; P51787;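 active = fluorescence ratio B-score, a plate-corrected score, at least three library SD, with initial intensity B-score within 5 SD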
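Material: CHO-K1 cells stably expressing KCNQ1. Medium: assay buffer for compound exposure, DMSO matched across wells. Reagent: K+/Tl+ depolarizing stimulus. Compound dosing: single-concentration screen. Times: 37 °C overnight plating, 90-min dark dye load, 20-min compound pretreatment. Technique: FluxOR Tl+ flux fluorescence.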
PolyA inhibitor = yeast polyadenylation inhibition; S. cerevisiae SKY197-pL101 polyadenylation reporter, beta-gal luminescence; efflux-impaired pdr1/pdr3 knockout yeast; score 100 = 6 SD above DMSO; calls only at 12 µM; 300,000 tested, 0.02% active; AID 1875;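 active = lowest replicate activity score at least 50, where 100 means six control SD above control mean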;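 note: yeast exposed to compound for 9 h at 30 °C; higher score means more reporter readthrough which indicates perturbed polyadenylation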
Numbers without * were called inactive; i = inactive; x = not tested or not shown. These rows are one share of the data; rates above refer to the full screens.

SMILES	KCNK9 block	DYRK1A inh	hERG protect	RGS4 inh	GSK3A inh	GSK3B inh	RGS4 pot	KCNK3 inh	KCNQ1 inh	KCNQ1 pot	PolyA inhibitor
C=CCN(c1ccc(OC)cc1)S(=O)(=O)c1ccc(Cl)c(C(=O)OCC(=O)NC2CC2)c1	i	-3.0	-9.3	i	-6.0	1.3	i	i	i	i	i
CCOC(=O)N1CCN(CC(=O)Nc2nc3ccccc3s2)CC1	i	18.4	-4.2	i	0.7	-2.4	i	i	i	i	i
O=C(O)C1=C(C(=O)Nc2cc(C(F)(F)F)ccc2Cl)CCCC1	i	0.8	-9.8	i	-1.0	-0.4	i	i	i	i	i
O=[N+]([O-])/C=C/c1cn(Cc2ccc(F)cc2)c2ccccc12	i	-2.5	-10.4	6*	-0.8	2.0	i	i	i	i	i
Cc1ccc2c(CC(=O)N(CC3CCCO3)c3c(N)n(Cc4ccccc4)c(=O)[nH]c3=O)coc2c1 (stereo not given)	i	-6.1	-6.6	i	-1.5	-1.3	i	i	i	i	i
CC(C)C[C@@]12C(=O)N(c3cccc(F)c3)C(=O)N1[C@H](c1ccc(Br)cc1)[C@@H]1C(=O)N(C(C)(C)C)C(=O)[C@@H]12	i	2.4	-6.1	i	x	3.0	i	i	i	i	i
C[N+]1(C)CCCC(OC(=O)C(O)(c2ccccc2)c2ccccc2)C1 (stereo not given)	i	-6.8	-2.8	i	-1.6	-0.8	-11.4*	i	i	i	i
CCOC(=O)Cc1nn2c(=O)cc(C)nc2s1	i	-2.1	-4.7	i	-2.0	-6.1	i	i	i	i	i
COc1ccc(-n2nc(C(=O)NCC(=O)Nc3cccc(Cl)c3)c3ccccc3c2=O)cc1OC	i	-5.8	-2.7	i	1.1	2.0	i	i	i	i	i
COc1ccc(CNC(=O)C2CCN(S(=O)(=O)N3CCCC3)CC2)cc1	i	-0.7	0.9	i	0.0	1.0	i	i	i	i	i
COCC(=O)OCC(=O)N1N=C(c2ccc(Cl)cc2)CC1c1ccco1 (stereo not given)	i	0.0	-6.3	i	x	3.4	i	i	i	i	i
CCN1CCc2c(OCC(=O)N3CCc4ccccc43)cccc2C1=O	i	x	-3.0	i	2.7	-0.3	i	x	i	i	i
O=C(CCN1CCN(C(=O)c2ccco2)CC1)Nc1ccc(F)cc1	i	-4.3	-9.2	i	-0.6	0.2	i	i	i	i	i
O=C1C(=O)N(Cc2cccnc2)C(c2ccccn2)/C1=C(/O)c1ccc(F)cc1 (stereo not given)	i	20.3	-4.5	i	-1.3	-0.7	i	i	i	i	i
COc1ccc(-n2c(N)c(C(=O)NCc3ccco3)c3nc4ccccc4nc32)cc1	i	40.5	-17.2	i	15.7	9.5	i	i	i	i	i
O=C(CCSCc1ccc(Cl)cc1)NCc1cccnc1	i	-7.6	0.6	i	0.5	-0.9	i	i	i	i	i
O=C(CCc1nc(-c2ccccc2F)no1)NCc1ccco1	i	10.8	-3.9	i	-1.7	-0.4	i	i	i	i	i
O=C(N/N=C/c1ccc[nH]1)c1cc2ccccc2cc1O	i	2.5	-5.9	i	1.9	0.2	i	i	i	i	i
Cc1cccc(C)c1NC(=S)NC(C)(C)CO	i	5.4	-7.1	i	-17.7	-5.8	i	i	i	i	i
O=C(NCc1ccco1)c1ccccc1NS(=O)(=O)c1ccc(Cl)s1	i	-0.3	-5.7	i	-2.4	0.2	i	i	i	i	i
COc1ccc(COC(=O)NC(C(=O)O)c2ccccc2)cc1 (stereo not given)	i	-1.3	-8.4	i	-5.1	-0.3	i	i	i	i	i
Cc1cc(F)ccc1NC(=O)C1CCN(C(=O)Nc2ccccc2)CC1	i	5.2	-6.9	i	-0.1	-2.7	i	i	i	i	i
O=S(=O)(NCc1ccccc1)c1cccc(S(=O)(=O)N2CCOCC2)c1	i	3.8	-16.4	i	11.8	1.3	i	i	i	i	i
CCOc1ccccc1NC(=O)CSc1nnc2ccc(-c3ccncc3)nn12	i	-0.1	-5.7	i	-4.0	0.1	i	i	i	i	i
CCSc1ncc(Cl)c(C(=O)Nc2ccccc2OC)n1	i	-1.7	-8.2	i	0.2	-0.6	i	i	i	i	i
Cc1ccc(N2CCN(/N=C/c3ccncc3)CC2)cc1	i	0.4	3.1	i	1.3	6.0	i	i	i	i	i
CCOC(=O)c1cc2sc(C)cc2n1C(C)C(=O)OCC (stereo not given)	i	2.5	-7.2	i	-0.4	-0.5	i	i	i	i	i
Cc1nnc(NC(=O)CSc2nc3ccccc3[nH]2)s1	i	x	-2.5	i	2.1	-0.4	i	i	i	i	i
CC(C)CN1CCNC(=O)C1CC(=O)N(C)CC1CCOCC1 (stereo not given)	i	6.7	-4.4	i	0.2	0.8	i	i	i	i	i
Cc1ccc(C(=O)N[C@H](C(=O)OCc2nnc(-c3ccccc3)o2)C(C)C)cc1	i	-1.6	-11.8	i	-2.5	0.0	i	i	i	i	i
CNC(=O)CSc1nnc(-c2ccco2)n1-c1ccc(C)cc1	i	-6.1	47.7*	i	-2.2	-2.9	i	i	i	i	i
CSc1ccccc1C(=O)Nc1ccccc1C(=O)N1CCCC1	i	-4.5	-7.2	i	0.1	3.7	i	i	i	i	i
CCC(C)(C)NC(=O)C(c1cccc(OC)c1OC)N(CC(C)C)C(=O)CCC(=O)Nc1cc(C)on1 (stereo not given)	i	-1.3	-2.1	i	-2.0	-2.2	i	i	i	i	i
COc1ccc(Cc2noc(CN3CCN(Cc4csc(C)n4)CC3)n2)cc1OC	i	-1.5	-4.5	i	-3.0	-0.4	i	i	i	i	i
CCS(=O)(=O)Nc1ccc(C2=NN(C(=O)c3ccco3)C(c3ccco3)C2)cc1 (stereo not given)	i	-5.0	-8.0	i	x	-0.5	i	i	i	i	i
CN(NC(=O)c1ccccc1)C1=NS(=O)(=O)c2ccccc21	i	3.9	-10.5	i	-5.3	0.3	i	i	i	i	x
NC(=O)N/N=C/CCc1ccccc1	i	x	1.2	i	-1.7	1.2	i	i	i	i	i
CCOc1ccc(N/N=C(/C#N)C(N)=O)cc1	i	0.5	-4.7	i	-0.5	0.7	i	i	i	i	i
O=C(NCc1cccc(C(F)(F)F)c1)c1cccc(S(=O)(=O)NCc2ccccc2)c1	i	-1.5	-10.4	i	-0.2	5.7	i	i	i	i	i
CN(CC(=O)Nc1ccccc1Cl)C(=O)Cn1nnc(-c2ccc(F)cc2)n1	i	1.0	-12.9	i	-0.9	-0.9	i	i	i	i	i
COc1ccc(NC(=O)c2ccccc2NC(=O)CSc2ccccc2)cc1	i	-0.3	-3.1	i	-3.3	3.3	i	i	i	i	i
O=C(COC(=O)C1CCN(C(=O)c2ccc(Cl)cc2)CC1)NC1CCS(=O)(=O)C1 (stereo not given)	i	-0.7	-6.5	i	-1.3	-1.8	i	i	i	i	i
COc1cccc(/C=C2\CCC(C3CCCC3)C2=O)c1OC (stereo not given)	i	2.4	-3.8	i	-3.6	-0.7	i	i	i	i	i
CC(C)(C)Cc1nnc(NC(=O)CCC2CCCCC2)s1	i	-2.7	0.7	i	-3.8	0.4	i	i	i	i	i
CC(=O)Nc1cccc(C(=O)NCC2(N3CCCCC3)CCCCC2)c1	i	x	-5.0	i	-1.8	1.1	i	i	i	i	i
COc1cccc(/C=C2/Sc3ccc(C(=O)NCCN4CCCCCC4)cc3NC2=O)c1	i	5.0	-34.6	i	16.0	-16.0	i	-10.1*	7*	i	x
COC(=O)C1=C(C)Nc2[nH]c(=S)[nH]c(=O)c2C1c1ccc(O)cc1 (stereo not given)	i	-1.9	-5.1	i	0.6	0.2	i	i	i	i	i
CC1(c2nnc(-c3ccc(Cl)cc3)o2)CC(c2ccncc2)=NO1 (stereo not given)	i	3.6	-0.4	i	-1.8	-1.4	i	i	i	i	i
CC(C)OCCCn1c(=O)c2ccccc2n2c(CCC(=O)N3CCN(c4ccccn4)CC3)nnc12	i	-5.9	-27.5	i	-0.1	4.7	i	i	i	i	i
CCOC(=O)NC(=O)C(=CNc1cccc(OC)c1)C(=O)NC(=O)OCC	i	-1.8	-10.3	i	1.5	3.5	i	i	i	i	i
Additional results.
SMILES	KCNK9 block	DYRK1A inh	hERG protect	RGS4 inh	GSK3A inh	GSK3B inh	RGS4 pot	KCNK3 inh	KCNQ1 inh	KCNQ1 pot	PolyA inhibitor
CCCCS(=O)(=O)NC1=NCN(CCO)CN1	i	-5.8	-0.1	i	-0.4	1.0	i	i	i	i	i
CN(CC(=O)Nc1ccc(F)cc1)CC(=O)Nc1ccc(F)c(F)c1F	i	x	-4.1	i	0.8	2.3	i	i	i	i	i
Cc1cccc(NC(=S)N=Nc2c(O)n(C)c3ccc(S(=O)(=O)N4CCOCC4)cc23)c1	i	-3.7	0.7	i	-2.7	-0.1	i	i	i	i	i
CS(=O)(=O)NCc1ccc(C(=O)O)cc1	i	-4.7	-5.2	i	-2.7	-3.4	i	i	i	i	i
O=C(Nc1ccncc1)c1ccc(F)cc1	i	17.6	-3.5	i	2.4	-5.6	i	i	i	i	i
CCc1ccc(/C=N/n2c(COc3ccccc3)n[nH]c2=S)cc1	i	-1.0	-7.9	i	-1.4	-5.6	i	i	i	i	i
Cc1cc(C)c2nc(/N=C(\N)NC(=O)c3ccccc3)nc(C)c2c1	i	5.0	-3.3	i	1.5	1.5	i	i	i	i	i
CC(C)[C@@H]1NC(=O)N(c2ccc(Oc3ccccc3)cc2)C1=O	i	-9.1	-1.9	i	-2.4	-1.7	i	i	i	i	i
O=C(Nc1ccccc1C(=O)N1CCN(Cc2ccccc2)CC1)c1ccccn1	i	1.0	-9.4	i	-0.3	1.5	i	i	i	i	i
COc1ccccc1C(=O)NC(C)c1nc2ccccc2[nH]1 (stereo not given)	i	2.2	-8.7	i	-1.0	-2.4	i	i	i	i	i
CCOC(=O)C(C)Oc1cccc2c(=O)n(CC(=O)N3CCCc4ccccc43)ccc12 (stereo not given)	i	14.4	-6.4	i	-1.9	-2.4	i	i	i	i	i
COC(=O)c1ccc(CSc2nnc3c(n2)[nH]c2ccccc23)cc1	i	-6.2	-12.9	i	-2.6	3.9	i	i	i	i	i
CC(C)(C)n1nnnc1C(c1cccs1)N1CCN(C(=O)c2ccco2)CC1 (stereo not given)	i	1.7	-8.4	i	-0.2	-2.6	i	i	i	i	i
COc1cc(-c2nnc(NC(=O)CCS(=O)(=O)c3ccccc3)o2)cc(OC)c1OC	i	-18.4	-9.3	i	-3.6	1.6	i	i	i	i	i

Compound activity from PubChem.
